# H37Rv inhibition: M. tuberculosis growth inhibition, HTS (AID 449762) | 0.59% of 330,000 active | inhibition, % at 25 µM, or IC50 in µM where a hit was titrated | M. tuberculosis H37Rv growth inhibition, 7H9 media; higher % means a stronger effect; in the data active = a potency from the dose series; inconclusive = inhibition above about 70% without an active follow-up result;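 note: bacterial growth assessed after seven days of incubation; strong numbers were not always called active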
# VEEV TC-83 Vero: inhibitors of VEEV TC-83 cytopathic effect, confirmation, Vero cells (AID 588727); 0.13% of 350,000 active; one-dose inhibition, % at 20 µM; IC50 in µM for titrated hits; Vero cells, VEEV TC-83 cytopathic effect inhibition; higher % means a stronger effect; in the data active = a potency from the dose series; inconclusive = inhibition mostly from about 14% at the one dose, without a potency; inactive = the rest, 99 in 100 with inhibition below about 12%; note: strong numbers were not always called active
# influenza NS1A: H1N1 influenza NS1A inhibitors, functional cell based assay (AID 504329). inhibition, % at 12.5 µM, or IC50 in µM where a hit was titrated. NS1A functional cell-based assay, percent inhibition; higher % means a stronger effect. 0.3% of 340,000 active; in the data active = a potency from the dose series; inconclusive = inhibition above about 27% without an active follow-up result; note: strong numbers were not always called active
# PhoP GFP inhibition: PhoP regulon inhibitors, Salmonella typhi PhoP promoter GFP reporter, confirmatory (AID 1850); Salmonella Typhi PhoP-promoter GFP reporter, fluorescence, 4 h; higher % means a stronger effect; one-dose inhibition, % at 50 µM; IC50 in µM for titrated hits; 0.33% of 310,000 active; in the data active = a potency from the dose series; inconclusive = inhibition mostly from about 25% at the one dose, without a potency; inactive = the rest, 99 in 100 with inhibition below about 19%;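 note: 0% = induced wells with vehicle and 100% = uninduced wells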
# M. tuberculosis: growth inhibition of non-replicating M. tuberculosis (AID 488890); Mycobacterium tuberculosis non-replicating, growth inhibition; higher % means a stronger effect; 0.39% of 320,000 active; one-dose inhibition, % at 25 µM; IC50 in µM for titrated hits; in the data active = a potency from the dose series; inconclusive = inhibition mostly from about 82% at the one dose, without a potency; inactive = the rest, 99 in 100 with inhibition below about 76%;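 note: plate controls were DMSO cells for no effect and high antibiotic wells for full effect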
# VEEV TC-83 Vero 10K pilot screen: further read-out of VEEV TC-83 Vero, marked with its call; inhibition, %; measured here: 10K pilot screen inhibition
# * marks the source's active call; other numbers are inactive results; i = inactive; u = inconclusive; x = no result given; & = joins results of further samples.
# Sample of the layout (16 entries):
SMILES,H37Rv inhibition,VEEV TC-83 Vero,influenza NS1A,PhoP GFP inhibition,M. tuberculosis,others
CC(C)(C)OC(=O)C[C@H]1C/C=C\C[C@@H](CC(=O)NCCO)C(=O)N[C@H](Cc2ccccc2)COC1=O,-2%,i,-19%,x,23%,
CCOC(=O)C(C(=O)OCC)C(C)(C)/C(C)=N\Nc1ccc([N+](=O)[O-])cc1[N+](=O)[O-],4%,i,11%,-1%,4%,
O=C(NC1CCCCC1)C1CCCN(S(=O)(=O)c2cccc3cccnc23)C1 (stereo unspecified),-2%,0.5%,14%,5%,x,
CCCC(=O)c1cc(F)c(N2CCN(C(=O)OCC)CC2)cc1C,-6%,3.8%,-5%,-9%,53%,
CC(=O)NC1CC2CCCC(C1)N2CC(=O)Nc1ccccc1 (stereo unspecified),x,6.3%,1%,-7%,-15%,
O=C1/C(=C/c2ccccc2Cl)N2CCC1CC2,11%,1.0%,12%,-6%,9%,
CCOc1ccc(S(=O)(=O)N(CC(=O)O)c2ccccc2)cc1,-17%,0.9%,-3%,-13%,-4%,
COc1cc(-c2nc(-c3ccc(NC(=O)c4ccc5c(c4)OCO5)cc3)no2)cc(OC)c1OC,2%,7.8%,10%,1%,-12%,
C=C[C@@](C)(O)CC[C@@H]1[C@@]2(C)CCCC(C)(C)[C@@H]2CC[C@@]1(C)O,-9%,2.0%,-2%,1%,13%,
C#CCNC(=O)/C=C/c1ccc(C)cc1,2%,0.5%,1%,2%,55%,
Cc1ccc(C(=O)N2CCN(C(=O)c3ccc(C)cc3)C2)cc1,2%,2.5%,6%,4%,6%,
COc1cccc(N/C(SCc2ccccc2C)=C(/C#N)C(=O)NCc2cccs2)c1,8%,2.3%,1%,-3%,-3%,
O=C(Cn1cc([N+](=O)[O-])cn1)N1CCCc2ccccc21,-2%,0.1%,3%,0%,10%,
CCCn1c(SC(C)C(=O)N2CCOCC2)nc2ccc(Br)cc2c1=O (stereo unspecified),16%,8.4%,-3%,-5%,15%,
CC(C)[C@H](NC(=O)c1ccc(Br)cc1)C(=O)NC1CCCCC1,3%,i,-12%,x,1.4µM*,
Cc1ccc(Cl)cc1NC(=O)COC(=O)CC(C)(C)C,u,u,-6%,-3%,u,

# Main list, previewed entries included:
SMILES,H37Rv inhibition,VEEV TC-83 Vero,influenza NS1A,PhoP GFP inhibition,M. tuberculosis,others
CC(C)(C)OC(=O)C[C@H]1C/C=C\C[C@@H](CC(=O)NCCO)C(=O)N[C@H](Cc2ccccc2)COC1=O,-2%,i,-19%,x,23%,
CCOC(=O)C(C(=O)OCC)C(C)(C)/C(C)=N\Nc1ccc([N+](=O)[O-])cc1[N+](=O)[O-],4%,i,11%,-1%,4%,
O=C(NC1CCCCC1)C1CCCN(S(=O)(=O)c2cccc3cccnc23)C1 (stereo unspecified),-2%,0.5%,14%,5%,x,
CCCC(=O)c1cc(F)c(N2CCN(C(=O)OCC)CC2)cc1C,-6%,3.8%,-5%,-9%,53%,
CC(=O)NC1CC2CCCC(C1)N2CC(=O)Nc1ccccc1 (stereo unspecified),x,6.3%,1%,-7%,-15%,
O=C1/C(=C/c2ccccc2Cl)N2CCC1CC2,11%,1.0%,12%,-6%,9%,
CCOc1ccc(S(=O)(=O)N(CC(=O)O)c2ccccc2)cc1,-17%,0.9%,-3%,-13%,-4%,
COc1cc(-c2nc(-c3ccc(NC(=O)c4ccc5c(c4)OCO5)cc3)no2)cc(OC)c1OC,2%,7.8%,10%,1%,-12%,
C=C[C@@](C)(O)CC[C@@H]1[C@@]2(C)CCCC(C)(C)[C@@H]2CC[C@@]1(C)O,-9%,2.0%,-2%,1%,13%,
C#CCNC(=O)/C=C/c1ccc(C)cc1,2%,0.5%,1%,2%,55%,
Cc1ccc(C(=O)N2CCN(C(=O)c3ccc(C)cc3)C2)cc1,2%,2.5%,6%,4%,6%,
COc1cccc(N/C(SCc2ccccc2C)=C(/C#N)C(=O)NCc2cccs2)c1,8%,2.3%,1%,-3%,-3%,
O=C(Cn1cc([N+](=O)[O-])cn1)N1CCCc2ccccc21,-2%,0.1%,3%,0%,10%,
CCCn1c(SC(C)C(=O)N2CCOCC2)nc2ccc(Br)cc2c1=O (stereo unspecified),16%,8.4%,-3%,-5%,15%,
CC(C)[C@H](NC(=O)c1ccc(Br)cc1)C(=O)NC1CCCCC1,3%,i,-12%,x,1.4µM*,
Cc1ccc(Cl)cc1NC(=O)COC(=O)CC(C)(C)C,u,u,-6%,-3%,u,
Cc1noc(C)c1COc1cccc(C(=O)Nc2ccc(OCc3ccccc3)cc2)c1,-2%,1.4%,-8%,2%,-5%,
N#Cc1c(NC(=O)c2ccc(Br)o2)n(-c2ccccc2)c2nc3ccccc3nc12,4%,2.9%,-16%,-6%,19%,
CCN1CCN(S(=O)(=O)CC2(C)C3CCC2(C)C(=O)C3Br)CC1 (stereo unspecified),9%,0.8%,-4%,5%,8%,
Cc1cccc(NC(=O)CSc2nnc(-c3ccncc3)n2C)c1,-18%,1.8%,-5%,-2%,1%,
NNC(=O)COc1cccc2cccnc12,-1%,0.3%,1%,-4%,1%,
CCCOc1ccc(N2C(=O)CC(N(CCc3ccc(S(N)(=O)=O)cc3)C(C)=O)C2=O)cc1 (stereo unspecified),-3%,4.7%,-7%,-4%,-2%,
CCN(CC)CCNC(=O)C(=O)Nc1cc2c3c(c1)CCN3C(=O)CC2,-3%,i,2%,5%,-2%,
COc1ccc(OC)c(C(=O)NC(CC(N)=O)c2ccc(NCCN3CCCC3)c([N+](=O)[O-])c2)c1 (stereo unspecified),2%,0.8%,-10%,5%,7%,
C[C@@H]1COC(=O)CCC/C=C\C[C@@H](CC(=O)N(CCO)Cc2ccccc2)C(=O)N1,-4%,0.3%,-10%,x,5%,
Cc1ccc(S(=O)(=O)Nc2nc3ccccc3nc2NCc2ccco2)cc1,3%,7.2%,-2%,-42%,26%,
CCOc1ccc(/C=C2\SC(=S)N(CCC(=O)N(CCO)c3ccccc3)C2=O)cc1,0%,u,18%,4%,23%,
Cc1[nH]c2ccccc2c1/C=N/NC(=O)C1CC1(c1ccccc1)c1ccccc1 (stereo unspecified),-2%,13%,-4%,-4%,29%,
CC(=O)c1cc2c(cc1NC(=O)C1CN(C(C)=O)c3ccccc3O1)OCO2 (stereo unspecified),-2%,i,-22%,x,-5%,
Cc1ccc(C(=O)NCC(=O)OC(C)C(=O)Nc2ccc(N(C)C)cc2)s1 (stereo unspecified),3%,i,-3%,3%,2%,
COc1cc2c(C#CCO)c(-c3ccc(C#N)cc3)oc(=O)c2cc1OC,-3%,1.2%,1%,x,46%,
COc1ccc(OCc2nc(N)nc(Nc3cccc(C)c3C)n2)cc1,2%,1.0%,-6%,-4%,-18%,
O=C1NC(CCc2ccccc2)C(=O)N1Cc1ccccc1Cl (stereo unspecified),8%,1.1%,-2%,-6%,11%,
O=C(CCNS(=O)(=O)c1ccc(F)c(Cl)c1)NCc1ccccc1F,-9%,1.0%,-4%,x,25%,
CCCOc1ccc(N2C(=O)CC(N3CCC(C(=O)OCC)CC3)C2=O)cc1 (stereo unspecified),-4%,1.8%,2%,-4%,u,
CN(CC(=O)Nc1ccc(F)c(F)c1F)C(=O)CCc1nc2sc3c(c2c(=O)[nH]1)CCCC3,17%,0.2%,-2%,9%,-7%,
Cc1ccsc1C(=O)N1CC=C(c2ccccc2)CC1,3%,10%,-4%,-6%,21%,
COc1cccc(/C=N/Nc2ccc(Cl)nn2)c1OC,0%,4.7%,-19%,3%,-7%,
CC1=C(/C=C/C(C)=C/C=C/C(C)=C/C(=O)O)C(C)(C)CCC1,27%,0.4%,1%,-5%&-23%,x,
CCCOc1ccc(Cn2ccnc2)cc1[N+](=O)[O-],-2%,i,-8%,5%,-2%,
Cc1cc(C(=O)O)c(C)n1Cc1ccncc1,-8%,i,-5%,1%,-9%,
O=C(OCCCC(=O)N1CCOCC1)c1ccccc1,-1%,4.5%,-11%,-5%,-11%,
Cc1cc(NC(=O)CCSc2ccccc2)no1,-2%,i,2%,-1%,26%,
O=C(Nc1ccccc1)O/N=C(\c1ccccc1)c1ccccn1,-2%,0.6%,11%,-16%,-3%,
Cc1cccc(C(=O)Nc2ncc(CN3CCOCC3)s2)c1,-6%,0.6%,-3%,1%,-9%,
O=C1CC/C=C\C[C@@H](CC(=O)N(CCO)Cc2ccccc2)C(=O)N[C@H](Cc2ccccc2)CO1,-3%,i,12%,x,20%,
CCOCCCNC(=O)C(c1ccc(C)cc1)N(Cc1ccc2c(c1)OCO2)C(=O)CNC(C)=O (stereo unspecified),4%,0.0%,-20%,-7%,0%,
CC1Cc2ccccc2N1C(=O)c1cc2sccc2n1Cc1ccccc1 (stereo unspecified),-3%,5.0%,5%,0%,18%,
CC(C)c1ccc(N(CC(=O)NC2CCCCC2)C(=O)CCC(=O)Nc2ccccn2)cc1,6%,3.7%,-5%,-1%,-4%,
Cc1ccc(NC(=S)NCCc2ccccc2)c(C)c1,-9%,7.2%,1%,15%,u,
CN(CC(=O)Nc1ccccc1Cl)C(=O)CN1C(=O)C2CCCCC2C1=O (stereo unspecified),-4%,1.7%,9%,2%,-3%,
O=S(=O)(NCCc1cn2ccccc2n1)c1cccs1,2%,2.6%,18%,-11%,0%,
Cc1ccc(CNC(=O)CSc2c3c(nc4ccc(Cl)cc24)CCCC3)o1,2%,3.3%,1%,-9%,5%,
Cc1cc2oc(C(=O)N(Cc3ccco3)C3CCS(=O)(=O)C3)cc(=O)c2cc1Cl (stereo unspecified),-13%,i,-1%,2%,15%,
CCc1ccc(CN(C)C(=O)c2cc(S(=O)(=O)N3CCN(CC)CC3)ccc2Cl)cc1,4%,0.3%,9%,-3%,16%,
NC(=O)c1ccc(-n2nnnc2SCc2ccccc2)cc1,7%,0.4%,7%,-14%,-11%,
COC(=O)C1=C(CSc2nncn2C)NC(=O)NC1c1cc(C)ccc1C (stereo unspecified),-2%,0.8%,-1%,-11%,1%,
CCC(C)OC(=O)c1[nH]c2c(c1C)C(=O)CC(c1ccc(N(C)C)cc1)C2 (stereo unspecified),-9%,9.1%,8%,-9%,49%,
O=C(c1cc2ccccc2o1)N1CCC(N2CCC(C(=O)N3CCCC3)CC2)CC1,-3%,i,5%,7%,-17%,
COc1ccc(C(=O)Nc2ccc(SC(F)F)cc2)cc1,9%,0.6%,5%,2%,60%,
# (further entries)
SMILES,H37Rv inhibition,VEEV TC-83 Vero,influenza NS1A,PhoP GFP inhibition,M. tuberculosis,others
NS(=O)(=O)c1ccc(NC(=O)/C=C/c2ccccc2[N+](=O)[O-])cc1,-2%,3.7%,4%,-1%,1%,
O=C(O)c1cc2c(o1)CCC/C2=N\O,-1%,1.9%,1%,-25%,-1%,
Cc1cccc(NC(=O)CSc2nc(N)c(NC(=O)c3cccs3)c(=O)[nH]2)c1,5%,i,-14%,6%,7%,VEEV TC-83 Vero 10K pilot screen=0.1
O=C(Nc1ccc(F)cc1)Nc1nnc(-c2ccco2)s1,-3%,2.9%,-5%,5%,-13%,
CC(C)(C)NC(=O)Nc1cccc(Cl)c1Cl,-1%,i,12%,-4%,45%,
CCOc1ccc(S(=O)(=O)N2CN3CCN(C3)C2)cc1,4%,0.1%,-16%,-3%,35%,
CCCOc1cc(C)c(S(=O)(=O)N2CCOCC2)cc1C,-5%,x,x,0%,-8%,
CC(C)NC(=O)c1nc2c(nnn2Cc2cccc(Cl)c2)c(=O)[nH]1,-1%,i,-6%,-4%,62%,
COC(=O)c1ccccc1NC(=O)c1c(Br)cnn1C,0%,3.6%,4%,11%,-10%,
Cc1ccc(CNC(=O)C2CCN(c3nnc(N4CCCC4=O)s3)CC2)cc1,-10%,i,0%,-4%,-10%,
CCNC(=O)NC(=O)C(C)OC(=O)c1oc2ccccc2c1CSC1CCCCC1 (stereo unspecified),0%,0.1%,-2%,-3%,6%,
COc1cc(OC)c(NC(=O)CS(=O)(=O)Cc2nc(-c3ccc(C)cc3)oc2C)cc1Cl,1%,5.7%,-2%,0%,9%,
COc1ccc(C2CC(=O)C3=C(C2)Nc2ccccc2NC3c2coc3ccccc3c2=O)cc1OC (stereo unspecified),-3%,11%,4%,-3%,60%,
Cc1ccc(S(=O)(=O)NCCN2CCOCC2)c(C)c1,-8%,0.5%,-2%,5%,-9%,
O=C(Cc1n[nH]c(=O)[nH]c1=O)N/N=C/c1c(O)ccc2ccccc12,11%,0.1%,3%,-3%,-13%,
O=C(N/N=C/c1cccnc1)c1ccc([N+](=O)[O-])cc1Cl,-2%,0.8%,0%,42%,-11%,
